# GSH bead fluor = compound fluorescence on glutathione beads, profiling panel, artefact control, biophysical, 488/530 nm, flow cytometry. 0.25% of 190,000 active. GSH beads flow cytometry, compound fluorescence 488/530 nm; stronger effect = higher value. fluorescence (KMESF) at 10 µM. AID 1776, 2009; in the data active = fluorescence above about 89;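 also: glutathione beads carrying GST-tagged Bcl family fusion proteins plus one bare bead set; values are compound well signal with DMSO vehicle wells as background; inactives centre near 16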
# Rac1 act GTP bind = GTP binding modulators of activated mutant Rac1, primary screen, biochemical, bead-based flow cytometry, multiplex, fluorescent GTP | percent activity (GTP binding), % at 10 µM | GST-Rac1 activated beads; actives lie on both sides; 100% means binding = to untreated wells | Ras-related C3 botulinum toxin substrate 1 (Homo sapiens), P63000 | 0.11% of 190,000 active | AID 764, 2007;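 active = GTP binding at least 20 percentage points away from the 100% baseline, in either direction, so actives lie on both sides; inconclusive = Compound likely fluorescent itself, or too few beads counted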
# Rac1 wt modul = wildtype Rac1 GTP binding modulators, primary screen, biochemical, GST-Rac1 beads, flow cytometry, multiplex; Ras-related C3 botulinum toxin substrate 1 (Homo sapiens), P63000; fluorescent GTP binding; actives lie on both sides; 0 = cold GTP competed, 100 = untreated; GTP binding activity (% of control), % at 10 µM; 0.27% of 190,000 active; AID 757, 2007;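 active = GTP binding activity at least 20 points away from the 100% control level, either lower or higher; inconclusive = compound flagged as likely green fluorescent, judged across all proteins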
# Mcl1 Bid PPI = Mcl-1/Bid binding inhibitors, primary screen, biochemical, TR-FRET, 1536-well. AID 1021, 2008. 0.97% of 220,000 active. Induced myeloid leukemia cell differentiation protein Mcl-1 (Homo sapiens), Q07820. TR-FRET Mcl-1/Bid-Dy647 peptide binding. inhibition, % at 21.7 µM;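 active = compounds that cut the binding signal by more than half at the single screening dose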;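 also: His-tagged Mcl-1 with europium anti-His antibody binding Bid BH3 peptide; 0% = Mcl-1 plus peptide wells and 100% = peptide-only wells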
# Target sequence (Q07820 whole entry, looked up): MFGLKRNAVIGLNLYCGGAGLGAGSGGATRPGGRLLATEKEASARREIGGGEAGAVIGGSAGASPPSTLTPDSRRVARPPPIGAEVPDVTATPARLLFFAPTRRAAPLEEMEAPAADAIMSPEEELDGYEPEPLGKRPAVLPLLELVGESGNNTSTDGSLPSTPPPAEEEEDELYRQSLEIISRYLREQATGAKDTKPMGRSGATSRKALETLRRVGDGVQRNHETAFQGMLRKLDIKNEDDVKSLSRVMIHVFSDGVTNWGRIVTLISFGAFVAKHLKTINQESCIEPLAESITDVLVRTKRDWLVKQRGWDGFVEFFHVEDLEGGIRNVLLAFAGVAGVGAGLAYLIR
# Rab2 wt GTP = modulators of GTP binding to Rab2A wildtype, primary screen, biochemical, dog, bead-based flow cytometry, multiplex; Ras-related protein Rab-2A (Canis lupus familiaris), P61105; 0.19% of 190,000 active; GTP binding activity, % at 10 µM; GST-Rab2 wt beads, Bodipy-GTP binding;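 active = GTP binding activity at least 20 points away from 100%, either lowered or raised; inconclusive = signal likely due to the compound's own green fluorescence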;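 also: 0% = beads with excess unlabeled GTP and 100% = no-compound control corrected for plate trend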
# Mcl1 Noxa PPI = Mcl-1/Noxa binding inhibitors, primary screen, biochemical, TR-FRET, 1536-well; inhibition, % at 21.7 µM; 1.5% of 220,000 active; AID 1022, 2008; TR-FRET Mcl-1/Noxa peptide binding, 2 h;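 active = compounds that cut the protein-peptide binding signal by more than 50% relative to plate controls in a single-dose test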;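 also: His-tagged Mcl-1 with rhodamine Noxa BH3 peptide and terbium anti-His antibody; 0% = Mcl-1 plus Noxa peptide wells and 100% = peptide-only wells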
# Cdc42 wt GTP = modulators of GTP binding to wildtype Cdc42, primary screen, biochemical, multiplex bead flow cytometry, Bodipy-GTP. Cell division control protein 42 homolog (Homo sapiens), P60953. GST-Cdc42 beads; actives lie on both sides. percent activity (GTP binding), % at 10 µM. 0.2% of 190,000 active;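 active = percent activity GTP binding at least 20 points away from the 100% baseline, either down as inhibitor or up as activator; inconclusive = compound flagged as likely green fluorescent from well-wide comparison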;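 also: median bead fluorescence of bound Bodipy-FL-GTP at 100 nM; 0% = excess unlabeled GTP control and 100% = no compound control; below 100% means less GTP binding so inhibitor and above means activator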
# Target sequence (P60953 whole entry, looked up): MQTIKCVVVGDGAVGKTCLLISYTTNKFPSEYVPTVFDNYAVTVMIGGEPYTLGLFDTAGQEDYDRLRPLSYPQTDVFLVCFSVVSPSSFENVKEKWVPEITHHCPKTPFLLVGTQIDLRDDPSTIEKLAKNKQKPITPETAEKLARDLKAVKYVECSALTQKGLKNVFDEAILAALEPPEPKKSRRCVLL
# Rab7 wt GTP bind = modulators of GTP binding to Rab7, primary screen, biochemical, wildtype, multiplex bead flow cytometry; Rab7 GTPase wild type (dog), Bodipy-FL-GTP binding; GST-Rab7 beads, fluorescent GTP binding; actives lie on both sides; untreated = 100%, excess cold GTP = 0%; GTP binding activity (percent of control), % at 10 µM; 0.055% of 190,000 active;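 active = fluorescent GTP binding to Rab7 beads changed by at least 20 points from the 100% baseline, either direction, mostly lower; inconclusive = compound itself probably fluorescent, or too few beads counted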;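 also: median green fluorescence of bound Bodipy-FL-GTP per Rab7 bead population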
# Avidin bead fluor = green autofluorescence of compounds with avidin beads – biophysical, 488/530 nm, flow cytometry, artefact control, profiling panel; fluorescence (KMESF) at 10 µM; compound fluorescence 488/530 nm; stronger effect = higher value; AID 1775, 2009; 0.38% of 220,000 active; in the data active = fluorescence above about 47; also: inactives centre near 10
# HRas wt GTP = modulators of GTP binding to HRas wildtype, primary screen, biochemical, bead-based flow cytometry, multiplex; AID 759, 2007; GTPase HRas (Homo sapiens), P01112; GST-Ras wt beads, Bodipy-FL-GTP binding; actives lie on both sides; 0.14% of 190,000 active; GTP binding activity, % at 10 µM;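 active = GTP binding activity at least 20% away from the 100% baseline, either lowered as inhibitor or raised as activator; inconclusive = flagged as likely green fluorescent, judged across all proteins in the well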;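 also: 0% = unlabeled GTP competition control and 100% = no-compound control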
# Target sequence (P01112 whole entry, looked up): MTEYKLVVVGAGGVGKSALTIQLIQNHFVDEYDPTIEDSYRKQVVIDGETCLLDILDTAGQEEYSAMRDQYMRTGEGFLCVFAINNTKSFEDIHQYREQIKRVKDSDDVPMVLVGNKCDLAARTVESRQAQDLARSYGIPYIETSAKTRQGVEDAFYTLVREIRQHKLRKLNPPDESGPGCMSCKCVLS
# Pf gamet viab = late stage P. falciparum gametocyte viability inhibitors, primary screen, ATP luminescence, HTS; P. falciparum stage V gametocytes, 24 h; inhibition, % at 10.9 µM; 0.065% of 150,000 active;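 active = inhibition above the mean plus 3 SD of compounds within the control limits, set per campaign, cut at about 38% in these data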;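 also: 0% = DMSO wells and 100% = medium only without gametocytes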
# Starred values were filed as active, the others as inactive; ? = inconclusive; · = no result given.
SMILES,GSH bead fluor,Rac1 act GTP bind,Rac1 wt modul,Mcl1 Bid PPI,Rab2 wt GTP,Mcl1 Noxa PPI,Cdc42 wt GTP,Rab7 wt GTP bind,Avidin bead fluor,HRas wt GTP,Pf gamet viab
OC(COc1ccccc1)CN1CCCC1 (stereo not given),26,94,101,8,103,23,99,109,10,100,20
Cc1ccc(CCNC(=O)CNC(=S)N(Cc2ccccc2)Cc2cccnc2)cc1,11,99,98,-16,99,1,95,105,21,100,16
Cc1ccc2c3c([nH]c2c1C)-c1nonc1CC3,15,96,101,-2,98,0,96,99,22,96,·
O=C(NCCCN1CCCC1)C1CCC(=O)N1C1CCCCC1 (stereo not given),34,98,99,-10,97,8,98,97,10,99,-14
O=C(CSc1nnc(CNC(=O)c2cccs2)o1)Nc1ccccc1,9,94,96,-14,96,3,98,90,12,93,·
COc1ccc(-c2csc(Nc3ccc(S(=O)(=O)Nc4cc(C)on4)cc3)n2)cc1C,11,92,94,-30,90,51*,92,90,15,91,24
CCCS(=O)(=O)N1CCCC(C(=O)NCCCN(C)c2ccccc2)C1 (stereo not given),33,98,100,·,98,·,100,97,9,101,·
O=c1c(-c2nc3ccccc3o2)c2oc3ccccc3n2c2ccccc12,22,90,93,14,85,-2,87,97,9,86,·
C[N+]1(CC(=O)OCCCc2ccccc2)CCCCC1,8,96,97,14,101,25,101,103,10,98,-5
CCCN(CCC)S(=O)(=O)c1ccc2c(c1)CCCN2C(C)=O,27,96,101,-4,99,-5,99,98,4,99,6
O=C(NC(=S)Nc1ncc(Br)cc1Br)c1cncc(Br)c1,12,96,98,-10,97,-9,94,95,6,96,·
O=S(=O)(c1ccc(S(=O)(=O)N(Cc2ccc(F)cc2)C2CCCC2)cc1)N1CCCC1,51,101,102,-17,99,3,100,99,7,101,·
CC(=O)Nc1ccc(OCCOc2ccc(/C=C3/C(=N)N4C=CSC4=NC3=O)cc2)cc1,19,94,95,36,91,49,92,97,6,94,13
O=C(NN1CCOCC1)c1ccc(Br)s1,20,98,106,-16,101,7,102,106,10,100,22
Cc1nc2sc(C(c3ccc(Cl)cc3)N3CCOCC3)c(O)n2n1 (stereo not given),25,102,104,-18,101,16,103,98,11,102,-17
O=C(O)CC(Cc1ccccc1)C(=O)NCC12CC3CC(CC(C3)C1)C2 (stereo not given),21,93,92,-37,95,4,94,96,5,95,1
NC(=O)CSc1nnc(C2CC2)n1-c1ccccc1,17,101,102,-6,97,19,101,99,9,99,·
CN(C)S(=O)(=O)N1CCN(C(=O)N2CCCCC2)CC1,23,101,101,-25,100,-1,102,98,15,102,·
CCOC(=O)C1Cc2c([nH]c3ccccc23)CN1 (stereo not given),24,101,106,-19,100,15,106,99,33,100,2
Cc1cc(C(=O)N/N=C2\CCCC(=O)C2)c2ccccc2n1,10,101,101,-11,97,12,101,103,4,100,1
O=C(Cc1ccccc1)N[C@H](c1ccccc1)P(=O)(O)CO,28,98,100,19,100,23,99,101,21,100,·
Cc1ccc(CNc2nc(N)c([N+](=O)[O-])c(NCc3ccccc3)n2)cc1,22,99,101,-3,99,15,104,100,15,101,·
O=C(/C=C/c1ccc([N+](=O)[O-])cc1)NCCOc1ccc(F)cc1,9,90,94,-11,93,6,93,92,16,92,3
CCCc1nn(C)c(C(=O)Nc2cccc(CC)c2)c1Cl,10,100,100,4,97,-10,103,100,4,101,3
CCCc1cc(=O)n2[nH]cnc2n1,34,101,103,-6,101,-3,101,98,0,101,-11
# (next part)
SMILES,GSH bead fluor,Rac1 act GTP bind,Rac1 wt modul,Mcl1 Bid PPI,Rab2 wt GTP,Mcl1 Noxa PPI,Cdc42 wt GTP,Rab7 wt GTP bind,Avidin bead fluor,HRas wt GTP,Pf gamet viab
Cc1ccc(S(=O)(=O)NN2C(=O)c3ccccc3NC2c2cccc(O)c2)cc1 (stereo not given),9,95,99,-17,96,5,101,96,20,97,3
O=C(CSc1ccccn1)c1ccc2c(c1)OCO2,12,100,104,-25,101,6,101,101,8,101,-12
O=C(COc1ccc(Br)cc1)N(Cc1ccccc1)c1ccccn1,3,98,101,-9,98,20,103,98,14,98,2
Cc1ccc(C(=O)NCC(=O)Nc2cccc(C(F)(F)F)c2)cc1,14,98,98,-21,99,9,99,97,21,97,14
Cc1onc(-c2c(Cl)cccc2Cl)c1C(N)=S,68,91,91,51*,94,16,91,100,8,93,-21
O=C(c1cccnc1)N1CCN(Cc2ccc3c(c2)OCO3)CC1,44,100,104,61*,103,11,103,103,5,102,·
Cc1ccc(S(=O)(=O)NC2(C(F)(F)F)NC(=O)N(C)C2=O)cc1 (stereo not given),47,94,101,-16,100,9,104,97,2,98,3
Cc1ccc(S(=O)(=O)N2CCN(C(C)C(=O)Nc3ccccc3-c3ccccc3)CC2)cc1 (stereo not given),5,100,102,-18,99,13,99,95,8,100,7
COc1ccc(-c2nc(C#N)c(NC(C)c3ccccc3)o2)cc1OC (stereo not given),27,99,102,-33,102,13,101,97,15,101,·
Nn1cc(-c2ccccc2)nc1SCC(=O)N1CCN(S(=O)(=O)c2ccc3ccccc3c2)CC1,12,101,110,-25,107,-1,106,104,7,105,·
O=c1[nH]c(N2CCOCC2)nc2c1CCCC2,25,97,101,-21,98,-8,98,99,5,97,·
Cc1cc(S(=O)(=O)N2CCC(N3CCCCC3)CC2)ccc1-n1cnnn1,23,99,106,-3,97,5,100,98,6,97,·
CCc1nnc(NC(=O)C2CCCN2C(=O)Nc2ccccc2)s1 (stereo not given),15,97,104,-8,100,10,101,96,12,97,-31
C=CCNC(=O)c1sc(=S)n(-c2ccc(C(=O)OCC)cc2)c1N,34,104,105,-25,102,3,108,100,9,102,·
COCC(C)n1c(C)cc(C(=O)COC(=O)c2c(C)nn(-c3ccccc3)c2C)c1C (stereo not given),48,97,99,-13,101,12,101,99,7,100,·
CC(C)(C)NC(=O)C(c1ccccn1)N(C(=O)c1csnn1)C1CCCCC1 (stereo not given),18,94,98,-18,96,8,96,100,11,98,9
Cn1ccc(-c2ccccc2)c(C#N)c1=O,14,98,102,-2,101,6,102,101,9,97,-4
Cc1ccc2nc(SCC(=O)NC3CCCc4ccccc43)[nH]c2c1 (stereo not given),12,97,102,4,98,0,102,97,10,99,28
CC1(C(=O)OCC(=O)c2c[nH]c3ccccc23)CC1(Cl)Cl (stereo not given),17,101,101,5,101,22,103,98,34,102,·
COc1cccc(Nc2nc(CN3CCOCC3)nc3sc4c(c23)CCCC4)c1,20,100,100,-43,99,14,104,103,7,98,·
CC(=O)n1cc([C@@H]2C=C(C(=O)Nc3ccccc3)O[C@H](OCc3ccc(CO)cc3)C2)c2ccccc21,17,95,98,-3,98,2,94,102,5,97,7
Cc1ccc(NC(=O)CS(=O)(=O)c2c[nH]c3ccccc23)c(C)c1,11,?,?,-20,?,12,?,?,9,?,·
COc1cc2c(cc1OC)C(=O)CC(C)S2 (stereo not given),9,101,106,-47,97,2,102,95,23,100,·
C=CCOCCN(C)C1=NS(=O)(=O)c2cc([N+](=O)[O-])ccc21,13,96,100,2,96,7,97,100,11,97,-6
Cc1ccc(SCc2cc(-c3ccc(Cl)cc3)on2)cc1,29,93,97,6,95,-6,95,95,7,96,9
CC(/C=N/O)Cc1ccc2c(c1)OCO2 (stereo not given),17,98,99,-12,101,-1,100,103,21,101,-13
COc1ccc(OC)c(NS(=O)(=O)c2ccc(Br)s2)c1,66,100,104,-44,97,14,100,99,12,99,·
CC(Sc1nnc(N)s1)c1ccccc1Cl (stereo not given),14,102,110,-14,104,-2,106,103,8,104,·
CCOc1ccc(Oc2nc(Nc3ccc(C)cc3)nc(N(C)C)n2)nn1,22,100,107,-23,102,8,100,103,24,100,12
Cn1cc([N+](=O)[O-])c(C(=O)N/N=C/c2ccc3c(c2)OCO3)n1,8,92,92,-21,93,14,90,93,7,92,-1

# 11 compounds from above, arranged by number of heavy atoms, rising.
SMILES,GSH bead fluor,Rac1 act GTP bind,Rac1 wt modul,Mcl1 Bid PPI,Rab2 wt GTP,Mcl1 Noxa PPI,Cdc42 wt GTP,Rab7 wt GTP bind,Avidin bead fluor,HRas wt GTP,Pf gamet viab
CC(/C=N/O)Cc1ccc2c(c1)OCO2 (stereo not given),17,98,99,-12,101,-1,100,103,21,101,-13
CC(Sc1nnc(N)s1)c1ccccc1Cl (stereo not given),14,102,110,-14,104,-2,106,103,8,104,·
O=c1[nH]c(N2CCOCC2)nc2c1CCCC2,25,97,101,-21,98,-8,98,99,5,97,·
O=C(CSc1ccccn1)c1ccc2c(c1)OCO2,12,100,104,-25,101,6,101,101,8,101,-12
CC1(C(=O)OCC(=O)c2c[nH]c3ccccc23)CC1(Cl)Cl (stereo not given),17,101,101,5,101,22,103,98,34,102,·
C=CCOCCN(C)C1=NS(=O)(=O)c2cc([N+](=O)[O-])ccc21,13,96,100,2,96,7,97,100,11,97,-6
Cc1ccc(S(=O)(=O)NC2(C(F)(F)F)NC(=O)N(C)C2=O)cc1 (stereo not given),47,94,101,-16,100,9,104,97,2,98,3
O=C(c1cccnc1)N1CCN(Cc2ccc3c(c2)OCO3)CC1,44,100,104,61*,103,11,103,103,5,102,·
O=C(COc1ccc(Br)cc1)N(Cc1ccccc1)c1ccccn1,3,98,101,-9,98,20,103,98,14,98,2
Cc1ccc(S(=O)(=O)NN2C(=O)c3ccccc3NC2c2cccc(O)c2)cc1 (stereo not given),9,95,99,-17,96,5,101,96,20,97,3
COCC(C)n1c(C)cc(C(=O)COC(=O)c2c(C)nn(-c3ccccc3)c2C)c1C (stereo not given),48,97,99,-13,101,12,101,99,7,100,·

# Source: PubChem (several laboratories)
